# Screening results deposited in PubChem by National Center for Advancing Translational Sciences (NCATS).
# Vif-A3G inh – qHTS for Inhibitors of Vif-A3G Interactions: qHTS | DNA dC->dU-editing enzyme APOBEC-3G (Homo sapiens), Q9HC16 | HeLa A3G-eYFP + Vif (tagged APOBEC3G with the HIV-1 protein that degrades it), YFP fluorescence, overnight | Potency, µM (series often up to 46.1 µM), without a hit: at the highest dose activity, negative = active, most hits filed as inhibitors | 0.076% of 410,000 active | AID 602310, 2012;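 further: potency means the concentration at half of the fitted maximal effect; on the % scale 0 is the no-effect control and ±100 the full control effect; nearly all actives have a fitted effect of over 60% in size; hits raise eYFP signal because A3G escapes Vif-driven loss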
# Target sequence (Q9HC16 whole entry, looked up): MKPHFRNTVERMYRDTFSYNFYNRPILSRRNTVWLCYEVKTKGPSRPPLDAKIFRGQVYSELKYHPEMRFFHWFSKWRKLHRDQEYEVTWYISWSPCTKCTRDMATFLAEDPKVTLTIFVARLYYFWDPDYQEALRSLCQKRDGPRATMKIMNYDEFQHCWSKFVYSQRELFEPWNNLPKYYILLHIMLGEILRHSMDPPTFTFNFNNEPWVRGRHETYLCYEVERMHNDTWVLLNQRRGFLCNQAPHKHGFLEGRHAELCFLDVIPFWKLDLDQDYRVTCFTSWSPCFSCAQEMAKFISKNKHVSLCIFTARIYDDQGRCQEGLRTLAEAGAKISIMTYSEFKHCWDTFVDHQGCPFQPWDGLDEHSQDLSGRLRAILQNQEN
#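 Read-out is eYFP fluorescence (Ex 488/Em 500-530) from Vif-expressing HeLa A3G-eYFP cells; more signal means A3G escaped Vif-mediated degradation. Cells plated overnight, compound pinned in, incubated overnight at 37 deg C.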
# LDHA inh – qHTS assay for inhibitors of human lactate dehydrogenase | purified LDHA, NADH/diaphorase-resazurin fluorescence; stronger effect = lower value | activity change, % (values are at about 110 or 230 µM) | 0.15% of 480,000 active | L-lactate dehydrogenase A chain (Homo sapiens), P00338; in the data active means activity change below about -30%; inconclusive means mostly about -25% to -30%;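 further: plate controls were DMSO wells for no effect and wells without enzyme for full effect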
#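 Enzyme activity of human lactate dehydrogenase 5 (2 nM; 0.06 mM NADH, 0.2 mM pyruvate, 5 min, RT) is measured via a resazurin/diaphorase fluorescence readout of residual NADH.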
# mIDH1 inhibitor – qHTS for Inhibitors of mutant isocitrate dehydrogenase 1 (IDH1): qHTS. 0.093% of 390,000 active. IDH1-R132H enzyme, NADPH consumption, diaphorase/resazurin fluorescence. Isocitrate dehydrogenase [NADP] cytoplasmic (Homo sapiens), O75874. Potency, µM (top dose mostly 76.6 µM), without a hit: top-dose activity change, negative = inhibition, hits mostly inhibitors; further: potency means the concentration at half of the fitted maximal effect; on the % scale 0 is the no-effect control and ±100 the full control effect; nearly all actives have a fitted effect of over 65% in size
# Target sequence (O75874 whole entry R132H, stated change not applied): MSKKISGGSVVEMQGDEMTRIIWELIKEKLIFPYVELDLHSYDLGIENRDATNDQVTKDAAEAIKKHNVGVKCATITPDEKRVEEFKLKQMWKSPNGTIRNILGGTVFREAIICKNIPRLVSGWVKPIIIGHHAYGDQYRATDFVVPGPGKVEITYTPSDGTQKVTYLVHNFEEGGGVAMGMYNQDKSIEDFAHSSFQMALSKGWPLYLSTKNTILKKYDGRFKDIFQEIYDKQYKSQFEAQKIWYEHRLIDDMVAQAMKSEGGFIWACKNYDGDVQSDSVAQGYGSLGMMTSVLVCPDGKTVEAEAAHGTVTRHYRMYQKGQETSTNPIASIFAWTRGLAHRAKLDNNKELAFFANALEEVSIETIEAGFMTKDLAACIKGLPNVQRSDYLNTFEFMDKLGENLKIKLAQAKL
#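 IDH1-R132H (0.5 ug/mL dispensed) in pH 7.5 Tris buffer was preincubated 30 min with compound, then given a substrate mix of 0.016 mM NADPH and 2 mM alpha-KG for 80 min at room temperature; remaining NADPH was read by diaphorase/resazurin fluorescence.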
# TrxR1 inh – qHTS Assay for Inhibitors of Mammalian Selenoprotein Thioredoxin Reductase 1 (TrxR1): qHTS | 1% of 390,000 active | Potency, µM (series often up to 114 µM), without a hit: at the top dose activity change, negative = inhibition, actives largely listed as inhibitors | recombinant rTrxR1, NADPH fluorescence consumption, selenite substrate | Thioredoxin reductase 1, cytoplasmic (Rattus norvegicus), O89049; further: potency means the concentration at half of the fitted maximal effect; on the % scale 0 is the no-effect control and ±100 the full control effect; nearly all actives have a fitted effect of over 65% in size
#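 Rat TrxR1 (90 nM in the dispensed reagent) was pre-reduced with 400 uM NADPH for 5 min at room temperature, then incubated with compound for 15 min. After 400 uM selenite was added, NADPH fluorescence (Ex 340/Em 450 nm) was followed for 8 min.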
# RGS4 inh – Inhibitors of Regulator of G Protein Signaling (RGS) 4: qHTS; Regulator of G-protein signaling 4 (Homo sapiens), P49798; Transcreener GDP fluorescence polarization, RGS4-accelerated GTP hydrolysis; Potency, µM (doses to about 114 µM), for the others: at the top dose activity change, negative = inhibition, actives largely listed as inhibitors; 0.039% of 390,000 active; further: potency means the concentration at half of the fitted maximal effect; on the % scale 0 is the no-effect control and ±100 the full control effect; nearly all actives have a fitted effect of over 75% in size; some results filed as inactive show a strong effect at the top dose
# Target sequence (P49798 whole entry, looked up): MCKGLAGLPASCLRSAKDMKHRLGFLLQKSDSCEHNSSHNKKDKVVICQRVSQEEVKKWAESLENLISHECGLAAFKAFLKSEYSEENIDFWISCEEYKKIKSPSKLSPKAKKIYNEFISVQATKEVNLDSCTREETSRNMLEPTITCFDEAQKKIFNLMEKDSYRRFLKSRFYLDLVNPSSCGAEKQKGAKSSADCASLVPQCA
#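 MLSMR compounds (23 nl, pin-transferred) preincubated 10 min at room temperature with a 500nM (2x) first reagent, then RGS4 at 900nM (2x) plus Transcreener GDP mix added; fluorescence polarization (620/688 nm) read before and after 90 min at 30 °C.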
# USP1-UAF1 inh – Inhibitors of USP1/UAF1: Primary Screen | recombinant USP1/UAF1, Ub-Rhodamine cleavage fluorescence | Ubiquitin carboxyl-terminal hydrolase 1 (Homo sapiens), O94782 | Potency, µM (highest dose often 57.1 µM), inactives show at the top dose activity change, negative = inhibition, usual class: inhibitors | 0.23% of 390,000 active; further: potency means the concentration at half of the fitted maximal effect; on the % scale 0 is the no-effect control and ±100 the full control effect; nearly all actives have a fitted effect of over 60% in size; inactives centre near -12
#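 USP1/UAF1 complex (1 nM) preincubated 15 min at room temperature with compound, then Ub-Rho substrate (150 nM final) added. Kinetic fluorescence at 480/540 nm over 6 reads at 60 s intervals; 50 mM HEPES pH 7.8, 0.5 mM EDTA, 0.1 mg/ml BSA, 1 mM TCEP, 0.01% Tween-20.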
# Vif-APOBEC3F blk – qHTS for Inhibitors of Vif-A3F Interactions: qHTS | HeLa A3F-eYFP + Vif (tagged APOBEC3F with the HIV-1 protein that degrades it), YFP fluorescence increase | Potency, µM (doses to about 46.1 µM), inactives show at the highest dose activity, negative = active | 0.2% of 390,000 active; further: potency means the concentration at half of the fitted maximal effect; % of control where 0% means no effect; nearly all actives have a fitted effect of over 65% in size
#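 HeLa cells stably expressing Vif plus C-terminally eYFP-tagged A3F were seeded, incubated overnight at 37 deg C, dosed with compound, incubated overnight again at 37 deg C. Yellow fluorescence (Ex 488/Em 500-530) reported blocked Vif-mediated A3F-eYFP degradation.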
# GRP78 ERSR act – qHTS for Inducers of the Endoplasmic Reticulum Stress Response (ERSR) in Human Glioma: qHTS. U87-MG GRP78 promoter luciferase reporter, 16 h. Potency, µM, for the others: at the highest dose activation, most hits filed as activators. 0.02% of 420,000 active; further: potency means the concentration at half of the fitted maximal effect; series mostly up to about 76 µM; % of control where 0% means no effect; nearly all actives have a fitted effect of over 35% in size
#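 ERSR induction read as luciferase luminescence (Bright-Glo, 10 min at room temperature) in stably transfected human U87-MG glioma cells exposed to compounds for 16 h, using GRP78 as sensor.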
# TrxR1 substrate – qHTS Assay for Substrates of Mammalian Selenoprotein Thioredoxin Reductase 1 (TrxR1): qHTS; purified TrxR1 substrate turnover, NADPH consumption readout; Potency, µM (series often up to 114 µM), inactives show at the highest dose activity change, negative = substrate turnover; 0.01% of 390,000 active; AID 588456, 2011; further: potency means the concentration at half of the fitted maximal effect; on the % scale 0 is the no-effect control and ±100 the full control effect; nearly all actives have a fitted effect of over 50% in size
#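 Rat TrxR1, dispensed at 90 nM, was prereduced with 400 uM NADPH (final) for 5 min at ~22 deg C, then incubated with compound 15 min before 400 uM selenite. A first-read NADPH fluorescence drop versus no-compound background flagged substrates.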
# Numbers without * were called inactive; ? = inconclusive; . = not tested or not shown; & = joins results of further samples; [ ] = remark or other dose. Unless noted, the call rests on the fitted dose curve; in most records, active means well fitted curve in the direction sought with a large enough effect; inconclusive means small, poorly fitted or top-dose-only effect, or another doubt; inactive means no such curve, though single readings can be large; an effect the other way counts as inactive or inconclusive. Only part of the results is shown; the hit share may differ from the screen's.
No.	smiles	Vif-A3G inh	LDHA inh	mIDH1 inhibitor	TrxR1 inh	RGS4 inh	USP1-UAF1 inh	Vif-APOBEC3F blk	GRP78 ERSR act	TrxR1 substrate
1	O=C(NC1(C(F)(F)F)C(=O)Nc2c1c(=O)[nH]c(=O)n2Cc1ccco1)C1CCCCC1 (stereo unspecified)	0%	-4	-4%	4%	?	-15%	.	-2%	-1%
2	CCC(C)n1c(SCC(=O)NCCc2ccc(S(N)(=O)=O)cc2)nc2ccsc2c1=O (stereo unspecified)	1%	-10	2%	-10%	-3%	-15%	9%	-2%	-4%
3	CCCCC1(CC(=O)OC)C(=O)N(c2ccccc2)N(c2ccccc2)C1=O	6%	-3	2%	12%[57.1 µM]	-12%	-21%	-6%	-1%	6%[57.1 µM]
4	O=C(CCNC(=O)c1ccccc1)NNC(=O)c1ccc(F)cc1	-1%	-11	0%	20%	7%	-7%	-5%	-2%	0%
5	CCC1(CC)NC(=S)N(Nc2ccccc2)C1=O	-1%	-6	24%	6%	6%	2%	0%	0%	4%
6	COc1ccccc1-c1nnc(SCC(=O)Nc2ccc3[nH]c(=O)[nH]c3c2)n1N	1%	6	14%	15%	-28%	-14%	1%	-5%	10%
7	C=CCn1cnnc1SCC(=O)N(C1CCCCC1)C1CCS(=O)(=O)C1 (stereo unspecified)	2%	-5	0%	-2%[57.1 µM]	24%	2%	1%	-2%	5%[57.1 µM]
8	CCCc1nnc(SCC(=O)Nc2ccc(OC)cc2)o1	1%	-7	-3%	23%	11%	-7%	-2%	1%	6%
9	C=CCN1C(=O)C(CC(=O)Nc2ccc(C)cc2)SC1=Nc1c(C)n(C)n(-c2ccccc2)c1=O (stereo unspecified)	2%	1	-2%	5%	1%	-13%	-2%	-2%	-1%
10	CS(=O)(=O)N(CC(=O)NCCSC1CCCCC1)c1ccccc1	1%	0	5%	18%[57.1 µM]	-19%	-20%	-19%	-4%	-17%[57.1 µM]
11	COc1ccc2c(c1)c1c(c(=O)n(-c3ccc(F)c(Cl)c3)c(=O)n1Cc1cccc(C)c1)n2C	0%	-3	2%	28%	13%	?	-2%	-2%	4%
12	O=C(Nc1ccccc1C(=O)NCCCn1ccnc1)c1ccc(Cl)cc1Cl	-1%	-1	9%	16%	-11%	-18%	-12%	7%	5%
13	COC(=O)C1CCCN1C(=O)COc1ccc(Cl)cc1Br (stereo unspecified)	1%	-5	1%	1%	9%	-6%	2%	-1%	-3%
14	O=C(Nn1c(COc2ccccc2)nc2ccccc2c1=O)C(Cl)(Cl)Cl	-10%	-15	6%	-10%	-22%	-3%	3%	9%	1%
15	COC(=O)NCC1(C)CC(NC(=O)OC)CC(C)(C)C1 (stereo unspecified)	2%	-5	2%	14%	-9%	-14%	-13%	-2%	5%
16	Cn1cc(CN2CCc3ccccc3C2)c2ccccc21	5%	3	3%	-31%[57.1 µM]	16%	-19%	1%	-4%	5%[57.1 µM]
17	CC(C)OC(=O)/C(=C/c1ccc(Br)cc1)NC(=O)c1ccco1	-3%	-4	7%	-13%	30%	2%	-15%	-1%	-13%
18	Cn1c(=O)c2c(ncn2CCC(=O)N/N=C/c2ccccc2)n(C)c1=O	6%	-7	19%	21%[57.1 µM]	-5%	-5%	-10%	2%	2%[57.1 µM]
19	Cc1nc2cc(NC(=O)Nc3ccc(Br)cc3)ccc2o1	-4%	-2	9%	?	-20%	-6%	6%	3%	-25%[57.1 µM]
20	COc1ccc(C(=O)C2CCCN(C(=O)c3cccc(N(C)C)c3)C2)cc1OC (stereo unspecified)	-2%	4	1%	51%	-23%	-21%	3%	-3%	22%
21	Cc1cccc(-n2c(Cc3ccccc3)nnc2SCc2ccc([N+](=O)[O-])cc2)c1	-14%	-8	-27%	-19%	2%	-12%	0%	-1%	-20%
22	CC(NC(=O)CSc1ccccc1C(=O)O)C1CC2CCC1C2 (stereo unspecified)	1%	-4	3%	-1%	9%	-22%	-26%	-3%	0%
23	CC(=O)NCCc1nc2ccccc2n1CCCCOc1ccccc1	0%	-1	-1%	8%	-38%	-22%	1%	-2%	-2%
24	Cc1occc1-c1nnc(SCC(=O)N(C)c2ccccc2)o1	-3%	-3	-2%	5%	-2%	-14%	7%	-1%	4%

# Whole records, looked up by structure.
# Shown for COC(=O)NCC1(C)CC(NC(=O)OC)CC(C)(C)C1 (stereo unspecified) → Vif-A3G inh = 2%; LDHA inh = -5; mIDH1 inhibitor = 2%; TrxR1 inh = 14%; RGS4 inh = -9%; USP1-UAF1 inh = -14%; Vif-APOBEC3F blk = -13%; GRP78 ERSR act = -2%; TrxR1 substrate = 5%
# Shown for C=CCn1cnnc1SCC(=O)N(C1CCCCC1)C1CCS(=O)(=O)C1 (stereo unspecified) → Vif-A3G inh = 2%; LDHA inh = -5; mIDH1 inhibitor = 0%; TrxR1 inh = -2%[57.1 µM]; RGS4 inh = 24%; USP1-UAF1 inh = 2%; Vif-APOBEC3F blk = 1%; GRP78 ERSR act = -2%; TrxR1 substrate = 5%[57.1 µM]

# Ordered by SMILES length (largest number first): three of the compounds above.
No.	smiles	Vif-A3G inh	LDHA inh	mIDH1 inhibitor	TrxR1 inh	RGS4 inh	USP1-UAF1 inh	Vif-APOBEC3F blk	GRP78 ERSR act	TrxR1 substrate
21	Cc1cccc(-n2c(Cc3ccccc3)nnc2SCc2ccc([N+](=O)[O-])cc2)c1	-14%	-8	-27%	-19%	2%	-12%	0%	-1%	-20%
14	O=C(Nn1c(COc2ccccc2)nc2ccccc2c1=O)C(Cl)(Cl)Cl	-10%	-15	6%	-10%	-22%	-3%	3%	9%	1%
19	Cc1nc2cc(NC(=O)Nc3ccc(Br)cc3)ccc2o1	-4%	-2	9%	?	-20%	-6%	6%	3%	-25%[57.1 µM]

# Later entries:
No.	smiles	Vif-A3G inh	LDHA inh	mIDH1 inhibitor	TrxR1 inh	RGS4 inh	USP1-UAF1 inh	Vif-APOBEC3F blk	GRP78 ERSR act	TrxR1 substrate
25	CC(=O)c1cn(CC(=O)Nc2ccccc2F)c2ccccc12	3%	-12	-2%	-8%	-1%	-6%	18%	-6%	-13%
26	COc1ccc(S(=O)(=O)N2CCC(NC(=O)C(Cc3cccc(OC)c3OC)NC(C)=O)CC2)cc1 (stereo unspecified)	0%	-11	0%	-4%[57.1 µM]	2%	-31%	-3%	-7%	-1%[57.1 µM]
27	Cc1cc(-c2ccccc2)cc(C)n1	2%	-13	6%	10%[57.1 µM]	-3%	-1%	2%	-1%	-3%[2.29 µM]
28	C/C=C(/C)C(=O)Nc1cccc(C2=NOC3(C2)C[C@H](C(N)=O)N(C(=O)c2ccc(Cl)cc2)C3)c1 (stereo partly specified)	-8%	6	-15%	10%[57.1 µM]	7%	-34%	-3%	-4%	6%[57.1 µM]
29	COC(=O)NC1c2ccccc2Oc2ccc(C)cc21 (stereo unspecified)	0%	-3	12%	21%	10%	-11%	8%	-2%	5%
30	CC(=O)N(Cc1cccnc1)Cc1cc2ccccc2[nH]c1=O	2%	-1	8%	0%	-26%	-15%	-3%	-2%	8%
31	CNC(=O)OCCSCCS(=O)(=O)c1ccc(Cl)cc1	0%	-5	5%	16%[57.1 µM]	-5%	-19%	17%	0%	-20%[57.1 µM]
32	COc1ccc(CNC(=O)[C@@H]2CC=C[C@@H]3CCN(Cc4ccccc4)C(=O)[C@@H]32)cc1	1%&-3%	-6	1%	19%&1%	19%	?	-3%	-6%&-1%	3%&-5%
33	CC(C(=O)OCC(=O)Nc1ccc(S(N)(=O)=O)cc1)N1C(=O)c2ccccc2C1=O (stereo unspecified)	-1%	2	-1%	-8%	26%	1%	-9%	1%	-9%
34	CCS(=O)(=O)N1CCCC(C(=O)NCCCOC(C)C)C1 (stereo unspecified)	-2%	-1	-4%	-8%	-7%	5%	3%	3%	-1%
35	CCCC12CN3CC(CCC)(CN(C1)C3C(O)C(O)C(O)CO)C2=O (stereo unspecified)	2%	-6	12%	17%[57.1 µM]	0%	-14%	2%	-2%	11%[57.1 µM]
36	CC(C)C[C@@H](CNCC(=O)[C@H](C)NC(=O)c1[nH]cnc1C(=O)N[C@@H](C)CN)NC(=O)c1nc[nH]c1C(=O)N[C@@H](Cc1ccccc1)C(=O)O	-1%	-1	-2%	25%	?	-20%	5%	0%	4%
37	CCOc1ccc(S(=O)(=O)N/N=C2/CCCC(=O)C2)cc1	-5%	1	5%	?	3%	-3%	-7%	-5%	-12%
